NSD2 inh – inhibitors of human NSD2 methyltransferase; O96028; NSD2-SET H3K36me1 DELFIA fluorescence, biochemical; inhibition, % at 12.5 µM; 0.07% of 44,000 active; AID 624260; in the data active = inhibition above about 54%, passing the limit was not always enough;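 note: inhibitors reduce the monomethyl H3K36 fluorescence signal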
Target sequence (O96028 whole entry, looked up): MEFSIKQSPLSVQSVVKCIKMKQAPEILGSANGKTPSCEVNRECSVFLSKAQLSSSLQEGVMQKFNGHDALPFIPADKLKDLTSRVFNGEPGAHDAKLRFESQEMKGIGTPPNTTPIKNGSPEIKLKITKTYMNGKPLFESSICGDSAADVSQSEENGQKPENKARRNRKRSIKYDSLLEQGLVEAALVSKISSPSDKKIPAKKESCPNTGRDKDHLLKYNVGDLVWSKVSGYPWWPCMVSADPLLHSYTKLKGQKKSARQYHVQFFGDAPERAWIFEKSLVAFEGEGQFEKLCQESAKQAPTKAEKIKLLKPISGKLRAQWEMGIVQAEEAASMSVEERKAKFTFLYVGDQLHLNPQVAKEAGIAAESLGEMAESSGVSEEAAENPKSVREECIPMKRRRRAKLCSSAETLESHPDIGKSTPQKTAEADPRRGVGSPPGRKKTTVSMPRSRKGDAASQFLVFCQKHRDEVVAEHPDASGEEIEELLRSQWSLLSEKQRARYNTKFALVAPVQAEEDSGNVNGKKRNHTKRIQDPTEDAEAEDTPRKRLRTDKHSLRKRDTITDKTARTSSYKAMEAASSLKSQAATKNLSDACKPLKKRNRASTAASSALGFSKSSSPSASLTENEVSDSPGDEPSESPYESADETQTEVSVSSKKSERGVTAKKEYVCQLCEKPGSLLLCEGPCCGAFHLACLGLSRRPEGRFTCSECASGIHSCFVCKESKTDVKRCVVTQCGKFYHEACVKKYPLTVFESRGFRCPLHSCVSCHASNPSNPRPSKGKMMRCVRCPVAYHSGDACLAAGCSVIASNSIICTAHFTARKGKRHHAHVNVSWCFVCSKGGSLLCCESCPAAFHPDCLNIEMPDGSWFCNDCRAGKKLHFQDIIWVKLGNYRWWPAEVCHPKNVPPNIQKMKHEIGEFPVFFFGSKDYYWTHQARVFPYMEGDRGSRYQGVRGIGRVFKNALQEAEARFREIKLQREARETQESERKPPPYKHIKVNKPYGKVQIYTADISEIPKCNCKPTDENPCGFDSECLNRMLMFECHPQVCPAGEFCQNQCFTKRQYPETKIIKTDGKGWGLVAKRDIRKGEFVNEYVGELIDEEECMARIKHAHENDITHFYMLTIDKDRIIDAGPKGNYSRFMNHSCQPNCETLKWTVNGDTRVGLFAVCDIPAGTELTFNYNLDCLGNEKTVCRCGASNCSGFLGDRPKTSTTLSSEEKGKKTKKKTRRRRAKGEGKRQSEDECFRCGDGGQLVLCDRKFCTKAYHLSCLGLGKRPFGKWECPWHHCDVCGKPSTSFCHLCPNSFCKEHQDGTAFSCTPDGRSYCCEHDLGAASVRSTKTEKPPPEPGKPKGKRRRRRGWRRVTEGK
Numbers without * were called inactive. Some of the compounds tested; the hit share may differ from the screen's.

SMILES	NSD2 inh
C[C@@H]1CN([C@@H](C)CO)C(=O)c2cc(NC(=O)Nc3ccc(F)cc3)ccc2O[C@@H](C)CCCCO[C@@H]1CN(C)C	-3
C[C@@H]1CN([C@@H](C)CO)C(=O)c2cc(NS(=O)(=O)c3ccc(F)cc3)ccc2O[C@@H](C)CCCCO[C@H]1CN(C)C	2
C[C@@H]1CN([C@H](C)CO)C(=O)c2cccc(NS(=O)(=O)c3ccc(Cl)cc3)c2O[C@@H]1CN(C)Cc1ccccc1	4
C[C@@H]1CN([C@H](C)CO)C(=O)c2cc(-c3cccc(F)c3)cnc2O[C@@H]1CN(C)CC1CCOCC1	6
C[C@@H]1CCCCO[C@@H](CN(C)C(=O)Nc2ccc(C(F)(F)F)cc2)[C@H](C)CN([C@@H](C)CO)C(=O)c2cc(NC(=O)Nc3ccc4c(c3)OCO4)ccc2O1	3
CNC[C@@H]1Oc2ncc(-c3cccc(C(=O)N(C)C)c3)cc2C(=O)N([C@@H](C)CO)C[C@H]1C	-6
COc1ccc(CN(C)C[C@@H]2Oc3ccc(NS(=O)(=O)c4cn(C)cn4)cc3CC(=O)N([C@@H](C)CO)C[C@H]2C)cc1	15
C[C@H]1CN([C@@H](C)CO)C(=O)c2cc(NC(=O)CCCCCC(=O)Nc3ccccc3N)ccc2O[C@H]1CN(C)Cc1ccc(Cl)c(Cl)c1	4
C[C@@H]1CN([C@@H](C)CO)C(=O)c2cccc(NC(=O)Nc3ccc(C(F)(F)F)cc3)c2O[C@@H]1CN(C)Cc1ccncc1	-3
COc1ccc(CNC(=O)N(C)C[C@H]2OCc3ccccc3-c3c(n(C)c4ccccc34)C(=O)N([C@@H](C)CO)C[C@@H]2C)cc1	2
C/C=C/c1cnc2c(c1)C(=O)N([C@@H](C)CO)C[C@@H](C)[C@@H](CN(C)Cc1ccc(F)cc1)O2	20
C[C@@H]1CN([C@H](C)CO)C(=O)c2cc(NS(=O)(=O)c3ccc(Cl)cc3)ccc2O[C@@H](C)CCCCO[C@@H]1CN(C)C(=O)c1ccccc1	0
FC(F)(F)Oc1ccc(Nc2n[nH]c(=S)s2)cc1	3
COCC#Cc1cnc2c(c1)C(=O)N([C@@H](C)CO)C[C@H](C)[C@@H](CN(C)C(=O)NC1CCCC1)O2	0
C[C@H]1CN([C@@H](C)CO)C(=O)Cc2cc(NS(=O)(=O)c3cccs3)ccc2O[C@H]1CN(C)C(=O)Nc1ccccc1	4
O=C(O)C[C@H]1C[C@@H]2c3cc(NC(=O)c4cccnc4)ccc3O[C@@H]2[C@@H](CO)O1	0
C[C@@H]1CCCCO[C@@H](CN(C)Cc2ccc3c(c2)OCO3)[C@@H](C)CN([C@@H](C)CO)C(=O)c2cc(NS(C)(=O)=O)ccc2O1	1
C[C@@H]1CN([C@H](C)CO)C(=O)CCCn2cc(nn2)CO[C@@H]1CN(C)S(=O)(=O)c1ccc(Oc2ccccc2)cc1	-1
CC(C)NC(=O)Nc1ccc2c(c1)C(=O)N([C@@H](C)CO)C[C@@H](C)[C@@H](CN(C)C(=O)NC1CCCCC1)OCCCC[C@@H](C)O2	2
C[C@@H]1CN([C@H](C)CO)C(=O)c2cccc(NC(=O)c3nc4ccccc4s3)c2O[C@@H]1CN(C)Cc1ccccc1	1
CCCNC(=O)N(C)C[C@H]1Oc2cc(Br)ccc2S(=O)(=O)N([C@@H](C)CO)C[C@H]1C	6
COc1ccc(NC(=O)Nc2ccc3c(c2)C(=O)N([C@H](C)CO)C[C@H](C)[C@@H](CN(C)S(=O)(=O)c2ccc(OC)cc2)OCCCC[C@H](C)O3)cc1	-2
CCCC#Cc1cnc2c(c1)C(=O)N([C@@H](C)CO)C[C@H](C)[C@@H](CN(C)C(=O)c1ccc3c(c1)OCO3)O2	0
CO[C@@H](C(=O)N(C)C[C@H]1OCc2ccccc2-c2ccccc2C(=O)N([C@H](C)CO)C[C@H]1C)c1ccccc1	-15
C[C@@H]1CN([C@H](C)CO)C(=O)c2cc(NS(C)(=O)=O)ccc2O[C@H]1CN(C)CC1CC1	-1
COc1ccc(-c2cc(=O)c3c(O)cc(O[C@@H]4O[C@H](C(=O)O)[C@@H](O)[C@H](O)[C@H]4O)cc3o2)cc1	12
C[C@H]1CN([C@@H](C)CO)C(=O)c2cccc(NS(C)(=O)=O)c2O[C@H]1CN(C)Cc1ccncc1	1
COc1ccc(S(=O)(=O)N(C)C[C@@H]2OCCCC[C@@H](C)Oc3ccc(NC(=O)c4ccccc4)cc3C(=O)N([C@@H](C)CO)C[C@H]2C)cc1	-3
C[C@H]1CN([C@@H](C)CO)C(=O)Cc2cc(NC(=O)Nc3cccc4ccccc34)ccc2O[C@@H]1CN(C)C	1
C[C@H]1CN([C@@H](C)CO)C(=O)c2cc(NC(=O)Cc3ccccc3)ccc2O[C@H]1CN(C)Cc1ccncc1	3
Cc1ccc(N2C(=O)c3oc4cc(C)c(C)cc4c(=O)c3C2c2ccc(O)cc2)nc1 (stereo unspecified)	0
C[C@H](CO)N1C[C@H](C)[C@@H](CN(C)Cc2ccc3c(c2)OCO3)Oc2ncc(/C=C/c3ccccc3)cc2C1=O	14
CCO[C@H]1OC(C(=O)N2CCCCCCC2)=C[C@@H](C2CC2)[C@@H]1CCCO	-3
C[C@H](CO)N1C[C@H](C)[C@@H](CN(C)C(=O)C2CC2)Oc2cc(-c3cccc(F)c3)ccc2S1(=O)=O	4
COCC(=O)N(C)C[C@@H]1Oc2ncc(C#Cc3ccccc3OC)cc2C(=O)N([C@@H](C)CO)C[C@@H]1C	-7
Cc1noc(C)c1NC(=O)N(C)C[C@H]1Oc2ccc(NS(=O)(=O)c3ccccc3)cc2CC(=O)N([C@@H](C)CO)C[C@@H]1C	3
CCC(=O)N(C)C[C@H]1Oc2cc(C#Cc3cccnc3)ccc2S(=O)(=O)N([C@H](C)CO)C[C@@H]1C	6
C[C@H](CO)N1C[C@H](C)[C@@H](CN(C)C(=O)Nc2cccc3ccccc23)Oc2ccc(NC(=O)CCCN(C)C)cc2C1=O	17
C/C=C/c1ccc2c(c1)O[C@H](CN(C)C(=O)c1cccnc1)[C@H](C)CN([C@@H](C)CO)S2(=O)=O	3
C[C@@H]1CN([C@@H](C)CO)S(=O)(=O)c2ccc(C#Cc3cccc(F)c3)cc2O[C@@H]1CN(C)CC1CC1	7

Five entries out of the list above, arranged by the number in NSD2 inh, ascending.
canonical_smiles | NSD2 inh
COCC(=O)N(C)C[C@@H]1Oc2ncc(C#Cc3ccccc3OC)cc2C(=O)N([C@@H](C)CO)C[C@@H]1C | -7
COc1ccc(S(=O)(=O)N(C)C[C@@H]2OCCCC[C@@H](C)Oc3ccc(NC(=O)c4ccccc4)cc3C(=O)N([C@@H](C)CO)C[C@H]2C)cc1 | -3
COc1ccc(NC(=O)Nc2ccc3c(c2)C(=O)N([C@H](C)CO)C[C@H](C)[C@@H](CN(C)S(=O)(=O)c2ccc(OC)cc2)OCCCC[C@H](C)O3)cc1 | -2
C[C@H]1CN([C@@H](C)CO)C(=O)Cc2cc(NC(=O)Nc3cccc4ccccc34)ccc2O[C@@H]1CN(C)C | 1
C[C@H](CO)N1C[C@H](C)[C@@H](CN(C)Cc2ccc3c(c2)OCO3)Oc2ncc(/C=C/c3ccccc3)cc2C1=O | 14

Additional records follow:
SMILES	NSD2 inh
C[C@H](CO)N1C[C@H](C)[C@@H](CN(C)C(=O)Nc2cccc3ccccc23)Oc2c(NS(=O)(=O)c3ccccc3)cccc2C1=O	0
O=c1[nH]c2cc(C(F)(F)F)ccc2n1-c1cc(C(F)(F)F)ccc1O	0
C[C@H](CO)N1C[C@H](C)[C@@H](CN(C)Cc2cccc(F)c2)Oc2ncc(C#CC(C)(C)O)cc2C1=O	13
COCCNC(=O)C[C@@H]1C[C@@H]2c3cc(NC(=O)C4CCOCC4)ccc3O[C@@H]2[C@@H](CO)O1	-5
COC(=O)C[C@H]1C[C@@H]2c3cc(NC(=O)CC4CC4)ccc3O[C@@H]2[C@@H](CO)O1	3
COc1ccc(/C=N/NC(=O)CCCCCC(=O)Nc2ccccc2O)cc1OC	15
C[C@@H]1CN([C@H](C)CO)C(=O)Cc2cc(N(C)C)ccc2O[C@H]1CN(C)C(=O)NC1CCCCC1	-1
C#CCNC(=O)C1=C[C@H](C2CCCCC2)C[C@H](OCCCCO)O1	-1
COCC(=O)N(C)C[C@H]1Oc2cc(-c3cncnc3)ccc2S(=O)(=O)N([C@H](C)CO)C[C@@H]1C	-3
Cc1ccc(-c2cnc3c(c2)C(=O)N([C@H](C)CO)C[C@@H](C)[C@@H](CN(C)C(=O)c2ccccc2)O3)cc1	-7
C[C@H]1CN([C@@H](C)CO)C(=O)c2cc(NS(=O)(=O)c3ccc(Cl)cc3)ccc2O[C@H]1CN(C)C(=O)Nc1ccccc1	-1
C[C@H]1CN([C@@H](C)CO)C(=O)Cc2cc(NC(=O)c3ccncc3)ccc2O[C@H]1CN(C)Cc1ccc(-c2ccccc2)cc1	2
C[C@H]1CN([C@@H](C)CO)S(=O)(=O)c2ccc(-c3ccccc3F)cc2O[C@H]1CN(C)C(=O)C1CC1	-1
CNC[C@@H]1Oc2ccc(NC(=O)Cc3cn(C)c4ccccc34)cc2CC(=O)N([C@@H](C)CO)C[C@@H]1C	-1
COc1ccc(NC(=O)Nc2ccc3c(c2)[C@H]2C[C@H](CC(=O)N4CCOCC4)O[C@H](CO)[C@H]2O3)cc1	0
C[C@@H]1CN([C@H](C)CO)C(=O)c2cc(NS(=O)(=O)c3ccc(Cl)cc3)ccc2O[C@@H](C)CCCCO[C@H]1CN(C)C(=O)Nc1ccc(C(F)(F)F)cc1	-5
Cc1noc(C)c1NC(=O)N(C)C[C@@H]1Oc2ccc(N(C)C)cc2C(=O)N([C@@H](C)CO)C[C@@H]1C	18
CC(C)C#Cc1ccc2c(c1)O[C@@H](CN(C)Cc1ccccc1)[C@@H](C)CN([C@@H](C)CO)S2(=O)=O	3
Cc1noc(C)c1NC(=O)Nc1ccc2c(c1)C(=O)N([C@@H](C)CO)C[C@H](C)[C@@H](CN(C)Cc1ccncc1)OCCCC[C@@H](C)O2	-4
C[C@H](CO)N1C[C@H](C)[C@H](CN(C)S(=O)(=O)c2ccc(Cl)cc2)Oc2c(NS(=O)(=O)c3cn(C)cn3)cccc2C1=O	14

Shown with the structure last: 2 of the compounds above
| NSD2 inh | Molecule |
| --- | --- |
| 12 | COc1ccc(-c2cc(=O)c3c(O)cc(O[C@@H]4O[C@H](C(=O)O)[C@@H](O)[C@H](O)[C@H]4O)cc3o2)cc1 |
| 1 | C[C@H]1CN([C@@H](C)CO)C(=O)c2cccc(NS(C)(=O)=O)c2O[C@H]1CN(C)Cc1ccncc1 |

Additional compounds
SMILES	NSD2 inh
C[C@H]1CN([C@@H](C)CO)C(=O)c2cc(-c3ccc(C#N)cc3)cnc2O[C@H]1CN(C)C(=O)c1cccnc1	0
Cc1noc(C)c1NC(=O)N(C)C[C@H]1OCCCC[C@@H](C)Oc2ccc(NS(=O)(=O)c3ccc(F)cc3)cc2C(=O)N([C@H](C)CO)C[C@H]1C	14
Cc1ccc(-c2ccc3c(c2)O[C@@H](CN(C)Cc2cccc(C(=O)O)c2)[C@H](C)CN([C@@H](C)CO)S3(=O)=O)cc1	-2
CNC[C@H]1OCCCC[C@H](C)Oc2ccc(NC(=O)NC(C)C)cc2C(=O)N([C@@H](C)CO)C[C@H]1C	-4
COc1ccc(S(=O)(=O)Nc2ccc3c(c2)C(=O)N([C@H](C)CO)C[C@H](C)[C@H](CN(C)Cc2ccc4c(c2)OCO4)O3)cc1	-5
C[C@H]1CCCCO[C@H](CN(C)C(=O)NC2CCCCC2)[C@@H](C)CN([C@@H](C)CO)C(=O)c2cc(N(C)C)ccc2O1	6
C[C@@H]1CCCCO[C@@H](CN(C)Cc2ccncc2)[C@H](C)CN([C@H](C)CO)C(=O)c2cc(NS(C)(=O)=O)ccc2O1	-246
C[C@@H]1CN([C@@H](C)CO)S(=O)(=O)c2ccc(C#Cc3ccccc3)cc2O[C@H]1CN(C)C	-4
O=C(NO)c1ccc(C(=O)N/N=C/c2ccc(O)cc2Br)cc1	2
C[C@@H]1CN([C@@H](C)CO)C(=O)Cc2cc(NC(=O)C3CC3)ccc2O[C@@H]1CN(C)Cc1ccc2c(c1)OCO2	-3
C[C@@H]1CN([C@@H](C)CO)C(=O)Cc2cc(NC(=O)NC3CCCCC3)ccc2O[C@H]1CN(C)Cc1ccc(C(=O)Nc2ccccc2N)cc1	-4
COc1cc(O)c(C(=O)/C=C/c2ccc(OC)c(OC)c2)c(OC)c1	-5
C[C@@H]1CN([C@@H](C)CO)C(=O)c2cc(NC(=O)Nc3ccc4c(c3)OCO4)ccc2O[C@@H](C)CCCCO[C@@H]1CN(C)Cc1ccccc1	1
CC(C)NC(=O)N(C)C[C@H]1Oc2ncc(C#Cc3ccc(F)cc3)cc2C(=O)N([C@@H](C)CO)C[C@@H]1C	-255
COc1ccc(S(=O)(=O)Nc2ccc3c(c2)C(=O)N([C@@H](C)CO)C[C@H](C)[C@@H](CN(C)C(=O)Nc2cccc4ccccc24)O3)cc1	3
C[C@@H]1CN([C@H](C)CO)C(=O)c2cc(NC(=O)CCC(F)(F)F)ccc2O[C@@H](C)CCCCO[C@@H]1CN(C)C(=O)c1ccncc1	6
C[C@H](CO)N1C[C@H](C)[C@@H](CN(C)Cc2ccncc2)Oc2ccc(NC(=O)C3CC3)cc2CC1=O	-19
CC(C)NC(=O)N(C)C[C@H]1OCCCC[C@@H](C)Oc2ccc(NS(=O)(=O)c3cn(C)cn3)cc2C(=O)N([C@H](C)CO)C[C@@H]1C	1
C[C@H](CO)N1C[C@H](C)[C@H](CN(C)S(=O)(=O)c2cn(C)cn2)Oc2ncc(-c3ccc(F)cc3)cc2C1=O	1
C[C@@H]1CN([C@@H](C)CO)S(=O)(=O)c2ccc(C#C[C@@H](C)O)cc2O[C@H]1CN(C)CC1CCCC1	-6
C[C@H]1CN([C@@H](C)CO)C(=O)c2cc(NC(=O)Cc3ccccc3)ccc2O[C@H]1CN(C)Cc1ccc(Cl)c(Cl)c1	-3

Bioassay records as filed in PubChem.
